PDI inh – PDI (human) enzyme inhibition; P07237; AID 588391; 350,000 compounds, 0.052% hits; PDI insulin aggregation turbidity, A650, 90 min; inhibition, % at 10 µM;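 active means mean inhibition across replicates of 30% or more, whatever share of single replicates reach that level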;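 further: absorbance from insulin aggregation driven by PDI reduction with DTT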
Target sequence (P07237 whole entry, looked up): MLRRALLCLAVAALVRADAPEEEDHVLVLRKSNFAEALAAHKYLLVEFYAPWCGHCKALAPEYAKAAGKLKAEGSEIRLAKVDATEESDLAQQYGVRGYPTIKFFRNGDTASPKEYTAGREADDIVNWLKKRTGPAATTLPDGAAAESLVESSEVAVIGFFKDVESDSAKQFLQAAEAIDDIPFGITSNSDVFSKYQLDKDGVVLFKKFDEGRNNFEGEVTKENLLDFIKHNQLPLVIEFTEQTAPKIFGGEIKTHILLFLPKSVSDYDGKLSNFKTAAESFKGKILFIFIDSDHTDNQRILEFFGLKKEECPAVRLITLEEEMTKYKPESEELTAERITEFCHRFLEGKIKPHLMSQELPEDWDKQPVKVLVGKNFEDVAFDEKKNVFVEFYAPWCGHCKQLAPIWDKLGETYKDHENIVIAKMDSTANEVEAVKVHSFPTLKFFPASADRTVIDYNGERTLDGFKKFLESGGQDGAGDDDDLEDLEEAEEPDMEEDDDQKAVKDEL
MITF TRPM1 inh – inhibitors of MITF-driven TRPM1 promoter in melanoma cells. SK-MEL-5 TRPM1 promoter luciferase, 24 h. inhibition, % at 12.5 µM. 330,000 compounds, 0.83% hits. AID 488899;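 active means mean inhibition across replicates of 60% or more, whatever share of single replicates reaches that level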; further: values of inactives mirror those of a sister screen read the other way
Vif inh – HIV Vif inhibition. HEK293T cells, Vif self-association by quenched fluorescence, imaging, 24 h. inhibition, % at 7.49 µM. 340,000 compounds, 0.35% hits; in the data active means inhibition above about 50%, passing the limit was not always enough; further: some results filed as inactive read as strong as hits
hiPSC survival – increases survival of single human iPS cells; 360,000 compounds, 0.044% hits; hiPSC single-cell survival, ATPlite luminescence; 100% = ROCK inhibitor wells, 0% = DMSO; survival enhancement, % at 20 µM; in the data active means survival enhancement above about 18%;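 further: cells exposed to compounds for 16 hours before the ATP read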
NR2E3 ag-1 – human photoreceptor-specific nuclear receptor agonism; Q9Y5X4; CHO-S Gal4-NCOR/VP16-NR2E3 two-hybrid, luciferase; inhibition of corepressor binding, % at 3.98 µM; 360,000 compounds, 0.35% hits; AID 602229;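 active means inhibition above the mean of all tested compounds plus 3 SD, cut at about 70% in these data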;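 further: 0% = DMSO with NR2E3 transfected cells and 100% = cells lacking NR2E3 construct; higher means lower luciferase signal from less NR2E3 corepressor binding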
Target sequence (Q9Y5X4 whole entry, looked up, the tested form may be a part): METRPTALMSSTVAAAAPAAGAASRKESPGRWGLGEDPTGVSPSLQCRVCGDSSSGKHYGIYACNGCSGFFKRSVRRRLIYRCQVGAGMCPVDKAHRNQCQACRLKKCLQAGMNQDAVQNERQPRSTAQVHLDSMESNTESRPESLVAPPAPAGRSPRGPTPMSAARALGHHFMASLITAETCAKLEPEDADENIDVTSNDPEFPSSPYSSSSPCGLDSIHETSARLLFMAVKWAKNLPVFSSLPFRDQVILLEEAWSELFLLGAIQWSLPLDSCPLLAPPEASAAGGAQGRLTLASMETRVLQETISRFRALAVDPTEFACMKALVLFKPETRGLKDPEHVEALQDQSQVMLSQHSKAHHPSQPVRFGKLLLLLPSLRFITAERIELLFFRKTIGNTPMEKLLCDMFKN
NR2E3 ag-2 – NR2E3 (human) agonism | GST-NR2E3/biotin-RetCOR TR-FRET, 1536-well | 320,000 compounds, 0.12% hits | AID 2300 | inhibition of corepressor binding, % at 4.78 µM;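 active means percent inhibition above the cutoff of mean plus 3 SD of all tested compounds, set per screening campaign, cut at about 20% in these data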;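 further: 0% = DMSO wells and 100% = biotin wells as full block of FRET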
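System: GST-NR2E3 and biotin-RetCOR proteins; probe or stimulus: 7 nM biotin-RetCOR; doses: compound at 4.8 µM, single dose; schedule: Compound–protein incubation for 5 h at 4 °C; detection: time-resolved FRET; read-out: percent inhibition; controls: biotin wells as high control, 0.6% DMSO wells as low control; format: 1536-well plates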
HIF-2a inh – inhibitors of HIF-2a | 360,000 compounds, 0.72% hits | inhibition, % at 18.8 µM | 786-0 RCC cells HIF-2a reporter, luciferase luminescence, overnight;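 active means inhibition of the luminescence signal of 40% or more relative to plate controls, in a single-dose primary screen at 18.75 µM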
CaV13 FRET inh – Primary screen for inhibitors of IQ motif and Ca2+-dependent inactivation inhibitor domain binding in CACNA1D, Förster resonance energy transfer in living cells, …. HEK cells, CFP/YFP FRET ICDI-IQ, plate reader, 10 min; percent FRET-ratio fall versus neutral wells. inhibition, % at 12.3 µM. 340,000 compounds, 0.098% hits. AID 743397;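 active means mean replicate inhibition of at least 30% and at least 1% of replicates passing that level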;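 further: 0% = median of the neutral control wells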
Peg3 promoter – inhibitors of Peg3 promoter; 360,000 compounds, 1.7% hits; HeLa PEG-Prom luciferase reporter, luminescence, overnight; AID 588405; inhibition, % at 20 µM;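 active means inhibition of at least 50% at 20 µM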
Granule exo inh – lytic granule exocytosis inhibition; AID 651702; 360,000 compounds, 0.66% hits; TALL-104 LAMP-1 surface exposure, flow cytometry; cells stimulated with thapsigargin and PMA; inhibition, % at 10 µM;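 active means inhibition above about 55%, limit read from the data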
aDG glyco up – increases alpha dystroglycan glycosylation | activation, % at 10 µM | 360,000 compounds, 0.22% hits | Pro5-aDG cells, alpha-DG glycosylation AlphaScreen (IIH6); 0% Pro5, 100% B10-LARGE cell signal | AID 624168;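 active means activation of at least 8% versus controls, or a plate z-score of at least 8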;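 further: Pro5 are CHO cells carrying HIG-tagged alpha-DG that lacks glycosylation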
* = called active by the depositor; nt = not tested or not shown; & = joins results of further samples. An excerpt, so the mix of outcomes need not match the whole.

SMILES	PDI inh	MITF TRPM1 inh	Vif inh	hiPSC survival	NR2E3 ag-1	NR2E3 ag-2	HIF-2a inh	CaV13 FRET inh	Peg3 promoter	Granule exo inh	aDG glyco up
COC(=O)C1=C(c2cccc(C#N)c2)C[C@@H]2CC[C@H]1N2C(=O)NCCNC(C)=O	-3	-5	-4	-2.0	-2	5	11	-7	15	-2	-0.2
CCc1nc2ccc(Br)cc2c(=O)n1-c1ccccc1C(F)(F)F	4	10	4	-3.1	-4	4	18	-4	26	-2	0.2
CN1CCCN(C(=O)COc2ccc(F)cc2F)CC1	-4	5	nt	-0.2	-27	3	8	-3	-5	15	-0.2
COC(=O)N1C(c2ccccc2)C1c1ccccc1 (stereo not given)	6	1	-2	-1.4	-16	4	5	-5	17	-4	0.0
COc1ccc(OC)c2c1CCC1NCCOC21 (stereo not given)	-3	6	15	1.9	8	-3	10	-4	4	6	0.0
C/C(=N\N1CCCCCC1)c1c(O)n(-c2ccccc2)c(=O)[nH]c1=O	3	-10	-26	-1.9	-14	1	2	-6	16	3	-0.1
O=C(/C=C/c1ccccc1)N1Cc2ccccc2-n2nncc2C1	-4	nt	-5	1.7	4	nt	3	-4	13	-1	0.2
C=CCOC(=O)C1=C(C)OC(N)=C(C#N)[C@@]12C(=O)N(CC(N)=O)c1ccccc12	9	12	2	-1.7	-4	-2	11	nt	4	-1	-0.2
C[C@]12CCC3C(CCC4=C/C(=N/OCC(=O)NC(CCC(=O)O)C(=O)O)CC[C@@]43C)C1CCC2O (stereo not given in full)	2	-9	-3	-0.6	-49	-2	-20	-20	15	13	0.1
O=[N+]([O-])c1ccccc1CNCCc1c[nH]c2ccccc12	10	nt	-10	0.6	-23	-2	-32	-3	-30	-2	1.4
CCC/C=N/O	nt	7	4	-0.5	-13	-1	7	nt	-14	0	-0.1
O=C(C(=C1N(Cc2ccc(Cl)nc2)CCN1Cc1ccc(Cl)nc1)[N+](=O)[O-])C(Cl)Cl	-7	13	3	0.3	-4	1	-27	-2	24	3	0.0
COc1cc(N2CCOCC2)ccc1/C=C1\C(=O)NC(=O)N(Cc2ccc3c(c2)OCO3)C1=O	5	-4	-3	1.6	-28	0	20	-4	-3	-1	0.4
O=C1NC(=O)C(=Cc2ccc(OCC(=O)N3CCOCC3)cc2)C(=O)N1	2	3	12	-0.6	12	2	6	-5	-48	2	0.1
CCCC/C(C)=C/[C@@H](NP(=O)(c1ccccc1)c1ccccc1)c1ccccc1	0	6	-1	4.9	20	1	-1	-6	14	0	0.7
CCOC(=O)[C@@H]1[C@H]2COc3ccc(Br)cc3[C@H]2N2C(=O)N(c3cccc(C)c3)C(=O)[C@]12C	-1	-11	-8	2.2	-9	nt	14	-6	-5	1	0.3
O=C(/C=C/c1ccc2c(c1)OCO2)c1c(O)n(CCC2=CCCCC2)c(=O)[nH]c1=O	0	20	-1	-1.2	-4	0	19	-17	21	1	0.2
O=C(Nc1ccccc1)c1c(O)[nH]c(=S)[nH]c1=O	-2	-5	3	-2.2	5	2	-31	-11	-5	-3	0.4
Cc1nc2ccccc2c(=O)n1-c1ccc(Br)cc1[N+](=O)[O-]	2	6	0	0.0	-36	4	7	-18	14	1	0.2
O=S(=O)(c1cc(Cl)cc(Cl)c1)N1Cc2cc(N3CCOCC3)ccc2-n2nncc2C1	nt	nt	-3	0.1	26	nt	-3	-11	2	0	-0.2
COC(=O)C1=C(c2cc3ccccc3s2)C[C@@H]2CC[C@H]1N2C(=O)NCCCOC(C)C	5	4	-13	-4.1	-17	2	-10	-5	-16	2	0.6
C(#CCN1CCCCC1)CN1CCCCC1	nt	nt	0	1.4	-15	nt	1	nt	-18	3	0.1
Cc1cc(OCC(=O)N[C@@H](Cc2ccccc2)C(=O)O)c2c3c(c(=O)oc2c1)CCCC3	nt	7	-3	6.2	-52	-4	7	nt	-7	0	0.3
CCOC(=O)c1ccccc1C(=O)OCC	3	9	1	-1.0	-25	2	3	-5	-2	2	0.1
O=C(O)c1c[nH]c2ccc(S(=O)(=O)N(CCCl)CCCl)cc12	6	0	-12	-1.7	-11	2	11	-4	4	-7	-0.1
CCC(=NCCO)c1c(O)n(-c2ccccc2)c(=O)[nH]c1=O	3	-6	3	3.2	-10	1	-3	-5	-4	3	-0.2
N#C/C(=C\c1ccc(O)cc1)C(=O)O	0&1	-12	-7&0	-0.4&1.8	-28&-9	nt	0&-12	-6&-4	-3&-12	-3&-5	0.1&-0.3
O=C1NC(=O)C(=Cc2cc3c(cc2[N+](=O)[O-])OCO3)C(=O)N1	22	-2	6	3.2	-21	0	20	-69	4	1	0.1
CCn1c(C)c(C(=O)Nc2ccc(OC)cc2)c2cc(OC)ccc21	3	-45	-8	-0.8	-80	3	-174	-3	-124	-8	0.1
COc1ccc(C(=O)Oc2cccc3cccnc23)cc1S(=O)(=O)N1CCOCC1	-1	5	13	-0.3	-5	-1	20	2	8	-5	1.0
COc1ccc(CCC(C)NCCc2ccccc2)cc1 (stereo not given)	2	-5	1	-0.3	-11	0	-8	-4	17	-3	0.2
CC/C(=N\Nc1ccccc1)c1c(O)n(-c2ccc(OC)cc2)c(=O)[nH]c1=O	6	8	1	1.2	18	0	7	-6	18	-6	-0.1
CC(C)N1C(=O)NC(=O)C2(Cc3cc([N+](=O)[O-])ccc3N(C)C2c2ccccc2)C1=O (stereo not given)	4	8	-5	-0.5	-22	-1	22	-6	25	-2	-0.3
CC(C)CCOC(=O)c1c(N)n(CC2CCCO2)c2nc3ccccc3nc12 (stereo not given)	1	5	-14	8.3	-13	1	1	nt	15	3	-0.5
CCCc1[nH]nc2c1C1(C(=O)N(CC(N)=O)c3ccccc31)C(C(=O)OC)=C(N)O2 (stereo not given)	2	19	-1	0.6	5	3	7	-5	11	0	-0.2
COC(=O)C1=C(c2cccc(OC)c2OC)C[C@@H]2CC[C@H]1N2C(=O)N1CCC(O)CC1	-4	-19	12	0.5	9	0	4	-13	1	-6	0.3
COc1ccc(CCC(=O)N2CCC3(CC2)OCCO3)cc1	-1	0	8	0.7	14	5	1	-9	5	-1	-0.1
Cc1ccsc1C(=O)C1CCCN(Cc2cnn(C)c2)C1 (stereo not given)	9	9	8	-1.1	3	-3	8	-1	10	-15	0.1
CCC(=NCc1ccc(F)cc1)c1c(O)n(C)c(=O)n(C)c1=O	-10	14	-28	0.5	9	2	23	-4	11	1	3.3
CC(C)(C)NC(=O)C1CC2CCCCC2CN1 (stereo not given)	-10	-11	18	0.1	-22	2	6	-4	-7	5	0.1

As entered above.
MITF TRPM1 inh, COc1ccc(CCC(=O)N2CCC3(CC2)OCCO3)cc1 stands at 0
MITF TRPM1 inh, CC(C)CCOC(=O)c1c(N)n(CC2CCCO2)c2nc3ccccc3nc12 (stereo not given) stands at 5

Continuation:
SMILES	PDI inh	MITF TRPM1 inh	Vif inh	hiPSC survival	NR2E3 ag-1	NR2E3 ag-2	HIF-2a inh	CaV13 FRET inh	Peg3 promoter	Granule exo inh	aDG glyco up
Cc1c(Oc2cc(NN3CCCCC3)c([N+](=O)[O-])cc2[N+](=O)[O-])cccc1[N+](=O)[O-]	5	-10	-4	0.3	-34	0	14	-10	7	-5	-0.3
CC(Cc1ccc(O)cc1)NCC(O)c1cc(O)cc(O)c1 (stereo not given)	2	-7	90*	-1.1	-13	1	6	-6	4	-4	-0.1
COc1c2c(cc3c1OCO3)CC[N+](C)=C2	nt	8	27	-2.1	-26	0	-8	nt	-1	-4	0.1
O=C1/C(=C\c2ccccc2)C2OCC=C3CN4CCC56c7ccccc7N1C5C2C3CC46 (stereo not given)	8	10	3	-0.3	4	2	19	-5	14	19	0.1
O=[N+]([O-])c1ccc(N2CCCC2)c2ncccc12	-2	-11	4	0.1	-4	2	10	-9	0	-3	-0.2
Cc1ncc(CNC(=O)N(CCCl)N=O)c(N)n1	-6	5	7	-0.1	-21	5	3	-5	-2	-3	-0.1
Cc1nn(Cc2ccccc2Cl)c(C)c1C(=O)OCC(=O)NC1CCS(=O)(=O)C1 (stereo not given)	5	-1	-2	-1.3	25	-1	12	-4	6	30	0.0
O=c1c2ccccc2nc(C[n+]2ccccc2)n1-c1cccc(C(F)(F)F)c1	0	-5	-12	2.4	3	3	9	4	10	20	-0.2
COc1ccc(-n2c(O)c(/C(C)=N/N3CCCCCC3)c(=O)[nH]c2=O)cc1	10	nt	-3	-0.1	-31	1	-19	4	-14	-8	0.1
Cc1[nH]c2ccc(OC(F)(F)F)cc2c1CCNCc1cccc([N+](=O)[O-])c1	6	-13	13	0.2	1	3	-26	-4	82*	24	0.8
COc1cccc(NP(=O)(Oc2ccc(Cl)cc2)Oc2ccc(Cl)cc2)c1	-16	-11	-7	2.4	-27	4	13	-4	-27	14	1.0
Cc1ccc(-c2nc3ccccc3c(=O)n2-c2nccs2)cc1	0	8	3	-1.2	-19	3	-7	-5	4	-2	-0.1
COC(=O)C1=C(c2ccc(Cl)c(C(F)(F)F)c2)C[C@@H]2CC[C@H]1N2C(=O)NCCNC(C)=O	15	-2	-2	3.9	7	2	15	-5	-12	-3	-0.2

Source: PubChem
